# High-throughput results from PubChem BioAssay.
# Pol kappa inh – DNA polymerase kappa (human) inhibition. Q9UBT6. purified Pol kappa, fluorescent DNA synthesis assay, 10 min. Potency, µM (doses to about 107 µM), for the others: at the highest dose activity, negative = inhibition, actives largely listed as inhibitors. hit rate 0.53% among 400,000; also: potency is read from the fitted curve at half-maximal effect; % is scaled to controls: 0 for no effect and ±100 for the full control effect
# Target sequence (Q9UBT6 whole entry, looked up): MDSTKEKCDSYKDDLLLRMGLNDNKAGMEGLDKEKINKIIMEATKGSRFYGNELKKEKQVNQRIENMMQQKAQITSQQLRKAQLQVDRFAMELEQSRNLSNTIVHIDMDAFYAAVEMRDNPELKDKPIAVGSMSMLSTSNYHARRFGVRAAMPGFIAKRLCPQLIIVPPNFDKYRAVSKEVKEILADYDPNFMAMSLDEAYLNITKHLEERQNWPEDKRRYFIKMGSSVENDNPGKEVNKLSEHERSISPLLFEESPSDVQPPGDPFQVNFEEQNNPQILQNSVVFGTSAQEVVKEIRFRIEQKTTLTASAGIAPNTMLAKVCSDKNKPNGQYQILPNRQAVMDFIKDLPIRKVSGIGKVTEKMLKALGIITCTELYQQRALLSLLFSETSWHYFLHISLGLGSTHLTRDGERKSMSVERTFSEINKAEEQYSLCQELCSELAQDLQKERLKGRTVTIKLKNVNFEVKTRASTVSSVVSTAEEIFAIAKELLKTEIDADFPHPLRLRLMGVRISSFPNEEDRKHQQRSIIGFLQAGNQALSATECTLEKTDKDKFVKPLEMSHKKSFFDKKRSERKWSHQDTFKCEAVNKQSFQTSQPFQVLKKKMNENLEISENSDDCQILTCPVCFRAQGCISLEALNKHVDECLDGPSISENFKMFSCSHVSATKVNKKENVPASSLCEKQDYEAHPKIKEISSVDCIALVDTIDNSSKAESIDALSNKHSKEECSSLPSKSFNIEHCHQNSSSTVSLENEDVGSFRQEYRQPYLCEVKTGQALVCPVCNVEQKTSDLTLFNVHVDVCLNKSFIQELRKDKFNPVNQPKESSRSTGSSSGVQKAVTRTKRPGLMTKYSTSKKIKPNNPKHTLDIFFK
#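 50 nM final substrate added after 15 min RT preincubation of 10 nM Pol kappa with compound; fluorescence read at 0 and 10 min.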
# Pol iota inh – DNA polymerase iota (human) inhibition; AID 588590; hit rate 1% among 390,000; Q9UNA4; Pol iota fluorescent replication assay, 10 min; Potency, µM (doses to about 115 µM), for the others: top-dose activity, negative = inhibition, usual class: inhibitors; also: potency is read from the fitted curve at half-maximal effect
#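 Fluorescent replication assay read twice, at 0 min and 10 min after adding 50 nM (final) substrate. Enzyme (10 nM) and compounds were first incubated 15 min at room temperature; enzyme-free buffer wells were negative controls.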
# APEX1 inh – blocks human APE1 abasic DNA cleavage; hit rate 0.35% among 350,000; recombinant APE1, TAMRA/BHQ-2 abasic DNA cleavage fluorescence; Potency, µM (titrated, usually from 65.8 µM), for the others: at the top dose activity change, negative = inhibition, actives largely listed as inhibitors; P27695;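 also: potency is read from the fitted curve at half-maximal effect; plate controls were vehicle for no effect and reference inhibitor for full effect; nearly all actives have a fitted effect of over 55% in size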
#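 Step 1: APE1 (0.75 nM) with compound, 15 min RT. Step 2: add 50 nM fluorophore/quencher THF duplex. Step 3: three fluorescence reads 60 s apart (525/598 nm); read 3 minus read 1 = reaction progress.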
# BLM helicase inh – blocks DNA unwinding by human BLM helicase; P54132; recombinant BLM DNA unwinding, fluorescence dequenching; hit rate 0.2% among 350,000; Potency, µM (doses to about 56.1 µM), for inactives: at the highest dose activity change, negative = inhibition, hits mostly inhibitors; AID 2528;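 also: potency is read from the fitted curve at half-maximal effect; plate controls were vehicle for no effect and no enzyme for full effect; nearly all actives have a fitted effect of over 35% in size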
# Anesthetic bind – candidate novel general anesthetic via apoferritin binding; P02791; apoferritin/1-aminoanthracene competitive binding, fluorescence; Potency, µM (titrated, usually from 77.5 µM), inactives show at the top dose activity change, negative = displacement, hits mostly inhibitors; hit rate 0.074% among 350,000; AID 485281; also: potency is read from the fitted curve at half-maximal effect; % is scaled to controls: 0 for no effect and ±100 for the full control effect; nearly all actives have a fitted effect of over 20% in size
# Target sequence (P02791 2-175 limits assumed): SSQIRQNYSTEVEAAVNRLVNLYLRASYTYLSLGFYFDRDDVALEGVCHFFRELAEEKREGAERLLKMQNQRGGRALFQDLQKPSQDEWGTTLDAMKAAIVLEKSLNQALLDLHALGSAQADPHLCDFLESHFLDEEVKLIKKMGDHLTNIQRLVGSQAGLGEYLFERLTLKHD
#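 Probe: 1-aminoanthracene (50% saturated, PBS). Protein: horse-spleen apoferritin, 10 uM. Incubation: 10 min, room temperature. Detection: 380 nm excitation, 535 nm emission. Analysis: normalized response, four-parameter Hill.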
# RXFP1 antag – antagonists of human relaxin receptor RXFP1. HEK293-RXFP1, relaxin-stimulated cAMP HTRF, 30 min; stronger effect = lower value. activity change, negative = inhibition, % at 57.5 µM. hit rate 0.59% among 350,000. AID 1259400;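 active = activity change of -60% or lower, but not beyond a set lower limit; inconclusive = change between -60% and -40%, or beyond the set limit; inactive = change above -40%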; also: % is scaled to controls: 0 for no effect and ±100 for the full control effect
# POLB inh – inhibitors of human DNA polymerase beta. hit rate 1.3% among 340,000. Pol beta primer extension/strand displacement, fluorescence kinetic. P06746. Potency, µM (doses to about 114 µM), for the others: at the top dose activity change, negative = inhibition, actives largely listed as inhibitors; also: potency is read from the fitted curve at half-maximal effect; % is scaled to controls: 0 for no effect and ±100 for the full control effect
#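 Preincubation: enzyme (10 nM) with compound, 15 min, RT. Reaction: substrate added to 50 nM final. Reads: 0 and 10 min. Analysis: normalized, Hill fit.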
# POLH inh – inhibitors of human DNA polymerase eta | Potency, µM (doses to about 114 µM), inactives show at the highest dose activity change, negative = inhibition, most hits filed as inhibitors | hit rate 1.2% among 390,000 | recombinant Pol eta, fluorescent DNA replication assay | Q9Y253; also: potency is read from the fitted curve at half-maximal effect; % is scaled to controls: 0 for no effect and ±100 for the full control effect
#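 Fluorescent replication assay: 50 nM final substrate added after a 15 min room-temperature compound preincubation with 10 nM enzyme. Signal taken at 0 min and again at 10 min.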
# Tb PGK inh – blocks T. brucei phosphoglycerate kinase; Potency, µM (doses to about 57.5 µM), without a hit: at the top dose activity change, negative = inhibition, most hits filed as inhibitors; P07378; AID 602233; hit rate 0.043% among 380,000; PGK/GAPDH coupled, Kinase-Glo luminescence, 60 min; also: potency is read from the fitted curve at half-maximal effect; % is scaled to controls: 0 for no effect and ±100 for the full control effect; nearly all actives have a fitted effect of over 60% in size
#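 Luminescent ATP detection (Kinase-Glo Plus) follows a 60-minute room-temperature incubation, with wells lacking PGK as controls. Buffer: 100 mM TEA (pH 7.6), 5 mM MgCl2, 0.01% Tween-20. Coupling enzyme GAPDH (100 nM final) supplies unstable 1,3-BPG in-well.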
# An asterisk follows results filed as active; i = inactive; u = inconclusive; x = no result given; [ ] = dose if it differs, or a comment. Unless noted, calls follow the shape of the dose curve; as a rule, active = well fitted curve in the direction sought with a large enough effect; inconclusive = small, poorly fitted or top-dose-only effect, or another doubt; inactive = no such curve, though single readings can be large; an effect the other way counts as inactive or inconclusive. These rows are one share of the data, so the mix of outcomes need not match the whole.
No.	SMILES	Pol kappa inh	Pol iota inh	APEX1 inh	BLM helicase inh	Anesthetic bind
1	Cc1ccc(C(=O)NN(C)c2nc3ccccc3nc2C(F)(F)F)cc1	5%	31%[activator]	-2%	1%	-7%
2	CN1/C(=C\C(=S)NC(=O)c2ccccc2Cl)C(C)(C)c2ccccc21	-22%	-3%	-5%	-4%	-4%
3	COc1cc(CNCc2ccco2)cc(OC)c1O	-11%	6%	17%	-4%	-9%
4	Cc1ccc(NC(=O)Cc2nc(COC(=O)Cc3cccc(C(F)(F)F)c3)cs2)cc1	-12%	34%[activator]	6%	x	x
5	Cc1ccccc1CN1CCN(S(=O)(=O)c2ccc(F)cc2)CC1	-2%	5%	6%	-2%	-9%
6	COc1ccccc1OCc1nnc(SCC(N)=O)n1-c1ccccc1	-7%	24%	33%	-4%	-1%
7	Cc1ccc(CN(CC(=O)NCCc2ccccc2)C(=O)c2csnn2)cc1	-11%	1%	-10%[12.4 µM]	-4%	-8%
8	COc1ccc(N2CCN(C(=O)c3ccc(OCc4c(C)noc4C)c(OC)c3)CC2)cc1	-7%	-6%	0%	-3%	-12%
9	CN(C)c1ccc(CNc2ncnc3sccc23)cc1	-4%	6%	66%[activator]	-7%	9%
10	O=C(CN(C(=O)Cn1nnc(-c2ccc(F)cc2)n1)c1cccc(F)c1)NC1CCCC1	-13%	17%	11%	-4%	-6%

No.	RXFP1 antag	POLB inh	POLH inh	Tb PGK inh
1	-13	7%	-2%	-5%
2	-1	13%	u	-2%
3	10	0%	-5%	1%
4	-11	x	-15%	-9%
5	-9	-6%	1%	7%
6	7	11%	-13%	i
7	11	3%	-3%	-2%
8	-5	31%	-14%	-8%
9	7	-19%	5%	-1%
10	-3	-1%	0%	-3%

# Further compounds.
No.	SMILES	Pol kappa inh	Pol iota inh	APEX1 inh	BLM helicase inh	Anesthetic bind
11	Nc1nonc1-c1nc2ccccc2n1CC(=O)N1CCCCC1	-1%	-8%	0%	1%	-12%
12	NC1=NC[C@H](Cc2ccccc2)N1CCc1cccc(F)c1	-14%	11%	u	4%	3%
13	COc1cc(CN(C(=S)NCC(=O)NC2CCCC2)C2CCCC2)cc(OC)c1OC	-2%	24%	4%	7%	-8%
14	COc1cccc(C(=O)n2nc(-c3cccnc3)nc2NCc2ccc(F)cc2)c1	10%	-12%	x	-1%	-12%
15	O=C(/C=C/c1ccco1)Nc1ccc2c(c1)OCO2	-12%	-20%	-2%	-7%	-5%
16	O=C(CCSc1nc2ccccc2o1)N1CCOCC1	-3%	0%	19%	-2%	1%
17	COCCOC(=O)C1=C(C)NC2=C(C(=O)CC(C)(C)C2)C1c1ccc(N(C)C)cc1 (stereo not given)	-1%	18%	-2%	-2%	-11%
18	CC(C)CC(=O)N1CCN(S(=O)(=O)c2ccc3ccccc3c2)CC1	-4%	10%	0%	-3%	-22%
19	COc1ccc(CNCc2ccc3c(c2)OCO3)cc1Br	-2%	-19%	8%	-7%	-1%
20	O=C(Cc1cccc(NC(=O)C2CCN(C(=O)c3ccccc3)CC2)c1)Nc1cccc(C(=O)N2CCOCC2)c1	-4%	u	x	x	x

No.	RXFP1 antag	POLB inh	POLH inh	Tb PGK inh
11	-3	28%	-6%	0%
12	x	2%	0%	-15%
13	x	13%	-2%	-10%
14	-9	11%	-3%	-7%
15	9	12%	-24%	0%
16	-2	-4%	-8%	-1%
17	-5	-13%	3%	10%
18	0	2%	-7%	4%
19	-2	32%	-5%	x
20	x	x	u	5%

# Going on with the list:
No.	SMILES	Pol kappa inh	Pol iota inh	APEX1 inh	BLM helicase inh	Anesthetic bind
21	COCC(=O)Nc1ccc(C(C)C)cc1	-10%	u	2%	0%	-10%
22	O=C(Nc1ccc(NS(=O)(=O)c2ccccc2)cc1)c1ccccc1Cl	-9%	42%[activator]	-9%	x	x
23	O=C(c1ccccc1)c1ccc2nc(-c3ccc(NC(=O)c4ccccc4Br)cc3)[nH]c2c1	-9%	12%	-6%	-8%	u
24	COc1cc(CC2C(=O)Nc3ccccc32)cc(C)c1O (stereo not given)	3%	-8%	22%	-1%	-8%
25	COC(=O)C(NC(C)=O)(Nc1cccc(C)n1)C(F)(F)F (stereo not given)	-3%	35%[activator]	2%	0%	-12%
26	O=C1C=C(Nc2cccc3cccnc23)c2ccccc2C1=O	u	18µM*	1%	u	5%
27	CCOC(=O)CNc1nc(Cl)nc(Nc2ccc(OC)cc2OC)n1	6%	42%[activator]	33%	-1%	u
28	CCOc1ccccc1N1CCN(C(=O)C2=CC=CN3CCS(=O)(=O)N=C23)CC1	11%	13%	-3%	x	x
29	O=S(=O)(c1ccc(Cl)cc1)N(Cc1ccccn1)Cc1ccccn1	-9%	102%[activator]	-13%	-12%	3%
30	O=C(Nc1ccnn1C1CCN(C2CCC2)CC1)c1cccc(F)c1	1%	6%	27%	4%	-7%

No.	RXFP1 antag	POLB inh	POLH inh	Tb PGK inh
21	20	28%	-13%	x
22	-25	x	4%	-2%
23	18	0%	-8%	-9%
24	22	-2%	5%	-9%
25	5	-12%	-10%	7%
26	9	u	50µM*	-13%
27	-7	26%	-9%	i
28	-7	x	-6%	-13%
29	-1	15%	3%	-11%
30	-26	19%	9%	-2%

# Some of these compounds in order of heavy-atom count, low to high:
No.	SMILES	Pol kappa inh	Pol iota inh	APEX1 inh	BLM helicase inh	Anesthetic bind
21	COCC(=O)Nc1ccc(C(C)C)cc1	-10%	u	2%	0%	-10%
16	O=C(CCSc1nc2ccccc2o1)N1CCOCC1	-3%	0%	19%	-2%	1%
24	COc1cc(CC2C(=O)Nc3ccccc32)cc(C)c1O (stereo not given)	3%	-8%	22%	-1%	-8%
26	O=C1C=C(Nc2cccc3cccnc23)c2ccccc2C1=O	u	18µM*	1%	u	5%
11	Nc1nonc1-c1nc2ccccc2n1CC(=O)N1CCCCC1	-1%	-8%	0%	1%	-12%
2	CN1/C(=C\C(=S)NC(=O)c2ccccc2Cl)C(C)(C)c2ccccc21	-22%	-3%	-5%	-4%	-4%
6	COc1ccccc1OCc1nnc(SCC(N)=O)n1-c1ccccc1	-7%	24%	33%	-4%	-1%
28	CCOc1ccccc1N1CCN(C(=O)C2=CC=CN3CCS(=O)(=O)N=C23)CC1	11%	13%	-3%	x	x
17	COCCOC(=O)C1=C(C)NC2=C(C(=O)CC(C)(C)C2)C1c1ccc(N(C)C)cc1 (stereo not given)	-1%	18%	-2%	-2%	-11%
13	COc1cc(CN(C(=S)NCC(=O)NC2CCCC2)C2CCCC2)cc(OC)c1OC	-2%	24%	4%	7%	-8%
23	O=C(c1ccccc1)c1ccc2nc(-c3ccc(NC(=O)c4ccccc4Br)cc3)[nH]c2c1	-9%	12%	-6%	-8%	u
20	O=C(Cc1cccc(NC(=O)C2CCN(C(=O)c3ccccc3)CC2)c1)Nc1cccc(C(=O)N2CCOCC2)c1	-4%	u	x	x	x

No.	RXFP1 antag	POLB inh	POLH inh	Tb PGK inh
21	20	28%	-13%	x
16	-2	-4%	-8%	-1%
24	22	-2%	5%	-9%
26	9	u	50µM*	-13%
11	-3	28%	-6%	0%
2	-1	13%	u	-2%
6	7	11%	-13%	i
28	-7	x	-6%	-13%
17	-5	-13%	3%	10%
13	x	13%	-2%	-10%
23	18	0%	-8%	-9%
20	x	x	u	5%

# Other records.
No.	SMILES	Pol kappa inh	Pol iota inh	APEX1 inh	BLM helicase inh	Anesthetic bind
31	CCOc1ccc(NC(=O)CN2C(=O)NC3(CCCC3)C2=O)cc1S(=O)(=O)N1CCCCC1	-16%	-12%	1%	x	x
32	CC1Cc2ccccc2N1C(=O)c1cnc2n(c1=O)CCS2 (stereo not given)	-17%	-9%	0%	-6%	-3%
33	O=C(Nc1cccc(Cl)c1)N(CCN1CCOCC1)Cc1cccc(Cl)c1	-12%	u	1%	-8%	-8%
34	Cc1ccc(CNC(=O)CCn2c(=O)oc3ccccc32)cc1	-4%	20%	-3%	-2%	0%
35	CCCSc1ncc(Cl)c(C(=O)N(Cc2ccc(N(C)C)cc2)C2CCS(=O)(=O)C2)n1 (stereo not given)	-16%	-1%	x	-4%	-20%
36	Cc1ccc[n+](CC(=O)c2ccc(Cl)cc2)c1	-6%	176%[activator]	40%	-2%	-3%
37	CCCCCC1CCC(c2ccc(C(N)=O)cc2)CC1 (stereo not given)	-4%	-1%	-3%	2%	-10%
38	COc1ccc(-c2c(C#N)c(SCC(N)=O)nc3c2CCCC3)cc1	-9%	3%	-3%	-10%	-12%
39	CC(=O)c1cccc(NC(=O)C(OC(=O)c2cccc(S(=O)(=O)N(C)c3ccccc3)c2)c2ccccc2)c1 (stereo not given)	-18%	184%[activator]	-3%	-10%	-11%
40	O=C(CSc1nc(-c2ccccc2)nc2ccccc12)Nc1nccs1	-15%	-51%	13%	-3%	-8%
41	CC1(C)Cc2ccccc2/C(=C/C(=O)N2CCCCCC2)N1	-11%	u	5%	-9%	u
42	CCOC(=O)c1nnn(CC(=O)Nc2ccccc2)c1C(=O)OCC	8%	22%	11%	10%	-3%
43	COc1ccc(CCNC(=O)CCC(=O)Nc2nnc(C(C)C)s2)cc1OC	-3%	-14%	4%	1%	0%

No.	RXFP1 antag	POLB inh	POLH inh	Tb PGK inh
31	0	x	-11%	0%
32	1	8%	1%	7%
33	-14	-3%	-11%	3%[11.5 µM]
34	11	2%	25%	i
35	-3	-2%	x	x
36	-12	14%	-15%	i
37	-22	4%	0%	-5%
38	8	-26%	-5%	-1%
39	0	16%	-27%	1%
40	-19	11%	9%	-11%
41	18	-7%	-9%	1%
42	-8	17%	-8%	i
43	-8	1%	-16%	-7%
